beta cell repl – induces beta-cell replication in MIN6 cells | hit rate 0.29% among 330,000 | proliferation, % at 10 µM | MIN6 cells proliferation, ATPlite luminescence, 48 h; cells starved in 0.2% serum; 100% = growth in 10% serum;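 active means compounds whose signal lies at least 3.5 SD above the mean of all wells on their plate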;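 further: 0% = DMSO-treated cells in low-serum medium and 100% = 10% serum control; some compounds called inactive have numbers as strong as hits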
A3G deaminase – inhibitors of human APOBEC3G DNA deaminase | recombinant A3G, ssDNA deamination FAM/TAMRA fluorescence | hit rate 0.28% among 330,000 | inhibition, % at 20 µM | Q9HC16 | AID 493012;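 active means inhibition of at least 40% at 20 µM, with no more than 30% in the related APOBEC3A deaminase screen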;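 further: plate controls were DMSO wells with A3G for no effect and wells lacking A3G enzyme for full effect; some compounds called inactive have numbers as strong as hits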
Target sequence (Q9HC16 whole entry, looked up): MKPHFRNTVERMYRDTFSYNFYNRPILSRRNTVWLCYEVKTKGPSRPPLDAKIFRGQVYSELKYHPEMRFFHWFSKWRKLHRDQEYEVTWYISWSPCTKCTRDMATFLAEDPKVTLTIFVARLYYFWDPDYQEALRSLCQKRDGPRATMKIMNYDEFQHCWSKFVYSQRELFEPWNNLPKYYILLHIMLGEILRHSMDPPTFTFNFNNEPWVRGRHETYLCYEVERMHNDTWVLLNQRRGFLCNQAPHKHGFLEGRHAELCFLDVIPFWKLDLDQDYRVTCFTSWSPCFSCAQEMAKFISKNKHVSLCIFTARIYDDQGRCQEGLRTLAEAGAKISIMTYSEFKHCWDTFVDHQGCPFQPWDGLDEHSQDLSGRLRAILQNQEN
mIAP activ – mouse IAP activation. muIAP, CDP-Star luminescence, 30 min; active compounds read high; 1 = vehicle-only enzyme signal, 0 = enzyme-free wells. activation factor at 10 µM. hit rate 0.24% among 330,000;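 active means activation factor of at least 2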; further: the source names both 10 and 20 µM as test concentration; values of inactives mirror those of a sister screen read the other way
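Assay system: mouse IAP enzyme / Compound: DMSO-dissolved test compounds / Timing: 30 min, room temperature / Measured by: luminescence from enzymatic CDP-Star hydrolysis / Control set: DMSO-only wells, enzyme-free buffer wells as negative control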
NLRP3 yeast inh – blocks the NALP3 inflammasome reconstituted in yeast; Yeast reconstituted NLRP3/ASC/caspase-1, beta-gal luminescence, 24 h; inhibition, % at 10 µM; hit rate 0.39% among 330,000; AID 2825;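 active means inhibition of 50% or more; inactive means inhibition below 50%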;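 further: plate controls were induced DMSO wells for no effect and uninduced yeast grown without galactose for full effect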
SENP1 FRET inh – inhibitors of human SENP1 SUMO protease catalytic domain | Q9P0U3 | recombinant SENP1 catalytic domain, CyPet-SUMO1-YPet FRET cleavage | inhibition, % at 10 µM | hit rate 0.21% among 360,000 | AID 624204;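 active means inhibition at least 30% at 10 µM, raw YFP signal under a set limit, fluorescence ratio 0.5 to 1.5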;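 further: 0% = enzyme with DMSO and 100% = no enzyme wells; some results filed as inactive read as strong as hits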
Target sequence (Q9P0U3 419-644 limits assumed): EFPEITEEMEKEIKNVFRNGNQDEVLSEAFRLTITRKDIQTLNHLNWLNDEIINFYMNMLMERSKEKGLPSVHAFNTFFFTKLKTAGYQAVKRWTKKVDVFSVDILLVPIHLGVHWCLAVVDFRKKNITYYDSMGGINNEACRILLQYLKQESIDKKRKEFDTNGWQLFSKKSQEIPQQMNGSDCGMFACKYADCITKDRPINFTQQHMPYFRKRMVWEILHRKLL
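Assay system – human recombinant His6-tagged SENP1 catalytic domain enzyme · Input – SENP1 enzyme, 20 pM final · Buffer or medium – Tris pH 8 buffer plus EDTA, NaCl, BME, BSA, NP40, catalase · Schedule – 50 min reaction at room temperature · Technique – FRET read of cyan and yellow fluorescence · Control set – no-enzyme wells low, DMSO-plus-enzyme wells high control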
hIAP activ – increases human intestinal alkaline phosphatase activity | P09923 | purified human IAP, CDP-Star luminescence, 30 min; active compounds read high; 1 = vehicle-only enzyme, 0 = enzyme-free background | activation factor at 10 µM | hit rate 0.16% among 330,000 | AID 2524;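 active means activation factor of the enzyme at least 2-fold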; further: the source names both 10 and 20 µM as test concentration; values of inactives mirror those of a sister screen read the other way
hIAP block – blocks human intestinal alkaline phosphatase. purified IAP, CDP-Star luminescence, 30 min. inhibition, % at 10 µM. hit rate 0.12% among 330,000;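 active means inhibition reaching a set limit with compound at 10 µM in the primary screen, cut at about 35% in these data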;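 further: plate controls were DMSO wells with enzyme for no effect and no-enzyme buffer wells for full effect; values of inactives mirror those of a sister screen read the other way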
mIAP block – blocks mouse intestinal alkaline phosphatase; purified mouse IAP, CDP-Star luminescence, 30 min; inhibition, % at 10 µM; hit rate 0.2% among 330,000; AID 2806;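 active means inhibition of at least 40% at 10 µM in the primary screen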;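 further: plate controls were DMSO with enzyme for no effect and no enzyme wells for full effect; values of inactives mirror those of a sister screen read the other way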
A3A deaminase – inhibitors of human APOBEC3A DNA deaminase. hit rate 0.41% among 330,000. P31941. inhibition, % at 20 µM. recombinant A3A, FAM/TAMRA ssDNA deamination fluorescence;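 active means at least 40% inhibition at 20 µM here, with at most 30% in a related deaminase screen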;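 further: plate controls were A3A with DMSO for no effect and wells lacking A3A enzyme for full effect; some results filed as inactive read as strong as hits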
Target sequence (P31941 whole entry, looked up): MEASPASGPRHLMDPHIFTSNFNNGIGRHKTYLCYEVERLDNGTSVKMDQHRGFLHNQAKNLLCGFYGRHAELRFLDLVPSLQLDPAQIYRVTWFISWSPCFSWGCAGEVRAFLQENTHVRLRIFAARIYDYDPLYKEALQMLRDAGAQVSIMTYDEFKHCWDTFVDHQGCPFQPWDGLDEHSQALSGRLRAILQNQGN
* marks the source's active call; other numbers are inactive results; x = no result given. This is a subset; count on the stated rates, not on these rows.

Under each structure – beta cell repl	A3G deaminase	mIAP activ	NLRP3 yeast inh	SENP1 FRET inh	hIAP activ	hIAP block	mIAP block	A3A deaminase
O=C(O)/C=C\C(=O)Nc1ccccc1C(=O)N1CCN(c2ccc(Cl)cc2)CC1
  -3	-1	0.92	13	-1	1	-3	8	-1
CC(C)Cc1cc(-c2ccco2)c(C#N)c(N)n1
  0	-2	0.93	11	-27	0.97	3	8	-2
COc1cc(NS(=O)(=O)c2ccc(NC(=O)/C(=C/c3ccccc3Cl)NC(=O)c3ccccc3)cc2)nc(OC)n1
  -3	0	0.9	8	-2	0.86	14	10	3
CCCCC(=O)Nc1cccc(NC(=S)NC(C)=O)c1
  -1	-7	0.89	16	1	1	-4	11	-4
CCOC(=O)N1CCN(C(=O)c2ccc3c(c2)N(Cc2cc(C)ccc2C)C(=O)c2ccccc2S3=O)CC1 (configuration not stated)
  -4	-2	0.92	2	1	0.82	18	8	2
CC(C)(C)[C@@H]1CCC(=O)N(CC[C@H](Sc2ccc(Br)cc2)c2ccccc2)CC1
  -6	-8	0.99	-2	3	1	0	1	-2
C#CCOCCOCCOCCNc1nc(N2CCN(C(=O)[C@H](CCC(=O)O)n3cc(C(N)CO)nn3)CC2)nc(N2CCN(C(=O)[C@H](Cc3cc4ccccc4[nH]3)n3cc(C(N)[C@H](C)CC)nn3)CC2)n1 (some centres not stated)
  0	-6	1	-2	-14	1	0	-1	-4
Cc1cc(NC(=O)CSc2nc(=O)cc(N)n2-c2ccc(F)cc2)no1
  2	-9	1	12	1	1	-3	0	-5
Cc1ccc(-c2c(C#N)c(N)n3c(nc4ccccc43)c2C#N)cc1
  -4	-9	0.92	-9	-16	1	-3	8	-5
CC(=O)c1cc2ccccc2oc1=O
  -6	-8	0.91	9	-1	1	-2	9	-4
Cc1ccc(S(=O)(=O)Oc2ccc(/C=C(/NC(=O)c3ccccc3)C(=O)NCC(=O)O)cc2)cc1
  -1	-5	0.92	6	-105	0.82	18	8	-1
O=C(Nc1cccc(Cl)c1Cl)C1CCN(c2ncccn2)CC1
  1	-7	1.1	23	1	0.86	14	-5	-5
Cc1nc2ccccc2c(C)c1C(=O)c1ccc(F)cc1
  2	-11	1.1	18	3	0.97	3	-7	-1
COc1ccccc1N(CC(=O)NCCc1ccccc1)C(=O)CCC(=O)Nc1cc(C)ccn1
  3	-10	1.1	6	4	1.1	-7	-6	-3
Cc1ccc(S(=O)(=O)N2CCCN(C)c3nc4ccccc4nc32)cc1
  3	-6	1	1	-44	0.84	16	-1	-3
Cc1[nH]n(-c2ccc(Cl)cc2)c(=O)c1N=Nc1cccnc1
  -5	0	0.93	5	0	1	-3	7	2
Cc1ccccc1NC(=S)N(CCc1c(C)[nH]c2ccc(F)cc12)Cc1ccncc1
  -4	-1	1.1	14	-1	1.1	-8	-9	0
CCOC(=O)c1cc(C)n(Cc2ccccc2)c1C
  -1	-6	0.88	-5	3	0.99	1	12	-3
Cc1ccc(C(C)C)c(OCCN)c1
  -2	-3	1	46	2	0.93	7	-2	0
CC(OC(=O)C1=COCCO1)C(=O)Nc1ccc(Cl)cn1 (configuration not stated)
  7	-8	0.91	15	1	0.91	9	9	-2
N#C/C(=N\Nc1ccccc1Cl)C(=O)c1ccccc1
  -6	-1	1	22	3	0.85	15	-3	-2
Cc1ccc2c(c1)C(=O)C(=O)N2c1ccc(Cl)cc1
  1	-7	0.95	15	-1	0.98	2	5	0
COc1ccc(-c2oc3ccc(-c4cc(OC)c(OC)c(OC)c4)cc3c2C#Cc2ccccn2)cc1
  -5	-7	0.94	2	-7	1	0	6	-4
Cc1ccc(NC(=O)C2CCC(C(C)(C)C)CC2)cc1S(=O)(=O)N1CCOCC1 (configuration not stated)
  -6	-7	1.9	14	0	0.91	9	-88	-4
O=c1c(Cl)c(NCc2ccc(F)cc2Cl)cnn1C12CC3CC(CC(C3)C1)C2
  0	1	0.99	40	-2	0.91	9	0	-2
CCC(C)OC(=O)C1C(c2ccccc2)C(C(=O)O)C1c1ccccc1 (configuration not stated)
  -3	0	0.99	5	3	0.98	2	0	4
COc1cc(NC(=O)CCN2CCN(C)CC2)cc(OC)c1
  0	-6	1.1	12	-21	1	-2	-5	4
CC(C)NC(=O)/C(=C\c1cccc([N+](=O)[O-])c1)NC(=O)c1ccccc1
  3	-1	0.99	4	0	1	-2	1	2
COc1ccc(-c2oc3ccccc3c2C#Cc2cncn2C)cc1
  -7	-9	1	2	-1	1.1	-12	-1	-1
Cc1cccc(C)c1OCc1nc2ccccc2[nH]1
  -1	2	1	5	0	0.77	23	-5	5

Full records as entered above.
Cc1nc2ccccc2c(C)c1C(=O)c1ccc(F)cc1 as listed: beta cell repl = 2; A3G deaminase = -11; mIAP activ = 1.1; NLRP3 yeast inh = 18; SENP1 FRET inh = 3; hIAP activ = 0.97; hIAP block = 3; mIAP block = -7; A3A deaminase = -1
Cc1cccc(C)c1OCc1nc2ccccc2[nH]1 as listed: beta cell repl = -1; A3G deaminase = 2; mIAP activ = 1; NLRP3 yeast inh = 5; SENP1 FRET inh = 0; hIAP activ = 0.77; hIAP block = 23; mIAP block = -5; A3A deaminase = 5

(next part)
Under each structure – beta cell repl	A3G deaminase	mIAP activ	NLRP3 yeast inh	SENP1 FRET inh	hIAP activ	hIAP block	mIAP block	A3A deaminase
COc1ccc(NC(=O)c2cc(=O)c3ccccc3o2)cc1Cl
  -2	2	1	24	-4	0.98	2	0	4
CC1CCN(S(=O)(=O)c2ccc(S(=O)(=O)NCc3ccco3)cc2)CC1
  1	-6	1	2	-2	1.1	-9	-2	-5
O=C(CCn1cccc1)N1CCc2ccccc21
  -4	-5	0.98	-1	0	1	0	2	-2
CCCCC1(CC(=O)OCC)C(=O)N(c2ccccc2)N(c2ccccc2)C1=O
  0	-9	0.9	13	-1	1	-3	10	-3
CC12CCC(=O)N1C(C(=O)Nc1ccc(F)c(Cl)c1)CS2 (configuration not stated)
  -4	-5	1	1	3	1.1	-8	-5	2
O=C(CSc1nc2ccccc2c(=O)n1-c1ccc(F)cc1F)c1c[nH]c2ccccc12
  -6	-11	1	3	2	0.86	14	-3	-2
Cc1ccc2[nH]c(=O)c3cc(C(=O)N(C)Cc4ccco4)sc3c2c1
  4	-2	0.92	16	-4	0.98	2	8	-3
CSc1ccccc1NC(=O)C1CC(c2ccccc2Cl)=NO1 (configuration not stated)
  -1	-3	0.89	20	2	0.91	10	11	-2
COc1ccc(NC(=O)c2ccccc2Cl)c(NC(=O)c2ccco2)c1
  0	-6	0.92	-6	-2	1	0	8	0
C/C(=N/OC(=O)c1c(F)cccc1F)c1nccs1
  -2	-4	1	5	1	0.94	6	-4	-1
CC(=O)c1ccc(NC(=O)C(C)Oc2ccc(N(C)S(=O)(=O)c3ccc(C)cc3)cc2)cc1 (configuration not stated)
  -6	-1	0.98	6	2	0.82	18	2	2
O=C(CS(=O)(=O)c1ccccc1Cl)N1CCOCC1
  2	5	1	12	1	0.8	20	-2	3
COc1ccc(OCc2cc(C(=O)NCC3(C)COC3)no2)c(Cl)c1
  1	-3	0.96	12	-3	1.1	-8	4	-1
CC(OC(=O)c1cccs1)C(=O)NCc1ccccc1 (configuration not stated)
  -4	-8	0.93	36	3	1	0	7	-1
Cc1ccc(NC(=O)COc2ccc(/C=N/NC(=O)CSCc3ccccc3)cc2)cc1
  -5	1	1.1	10	1	0.86	14	-7	2
Cc1ccc(C2CC(C(F)F)n3ncc(C(=O)Nc4c(C)nn(Cc5c(F)cccc5Cl)c4C)c3N2)cc1 (configuration not stated)
  -5	-4	0.98	-1	2	1.1	-6	2	-2
CC1=NN(c2ccccc2)C(=O)/C1=C\N(O)c1ccccc1
  1	6	1	12	3	1	0	-4	-6
O=C(NC1CC1)C1CCN(C2CCN(C(=O)Cc3ccc4c(c3)OCO4)CC2)CC1
  0	-2	1.1	0	0	1	-3	-12	-2
CCC(C)(C)NC(=O)CN(Cc1ccccc1Cl)C(=O)CCC(=O)Nc1cc(C)ccn1
  -4	-3	0.94	17	1	1	-4	6	0
Cc1cc(NC(=O)c2noc3c2CCc2ccccc2-3)n(-c2ccccc2)n1
  3	-7	0.98	-6	3	0.98	2	2	-2
CN(C(=O)Cn1nnc(-c2cccnc2)n1)C1CCCCC1
  -3	-5	0.92	13	x	1	-5	8	3
Cc1ccccc1CSCc1ccc(C(=O)NCCCN2CCOCC2)o1
  -4	-4	0.99	11	0	0.92	8	1	-1
Cc1ccc2c(c1)N(CC(=O)N1CCCCC1)C(=O)C(C)O2 (configuration not stated)
  -1	-10	1	17	1	0.91	9	-4	-3
C=C1CCC[C@]2(C)C[C@H]3OC(=O)C(CNC(CC)CO)[C@H]3CC12 (some centres not stated)
  3	-6	1.1	-83	-2	0.86	14	-8	-7
COc1ccc(S(=O)(=O)N(C)C)cc1NC(=O)COC(=O)CC1CCCC1
  -1	-4	0.91	2	3	0.84	16	9	1
Cc1ccc(-c2nc(SC(C)C(=O)N3CCCC3)n[nH]2)cc1 (configuration not stated)
  0	-3	0.95	12	1	0.81	19	4	3

Bioassay records (PubChem)
